High-throughput results from PubChem.
ABHD4 inh: ABHD4 inhibitors, primary screen, biochemical, fluorescence polarization, mouse. purified mABHD4, FP-Rh probe fluorescence polarization. (Lyso)-N-acylphosphatidylethanolamine lipase (Mus musculus), Q8VD66. inhibition, % at 8.92 µM. actives 0.54% (n = 370,000). AID 720543, 2013;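 active = inhibition exceeding the mean over every tested compound plus 3 SD, cut at about 30% in these data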;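 note: 0% = plate median of compound wells and 100% = S159A mutant with DMSO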
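system = mouse ABHD4 enzyme, wild type | medium = HEPES pH 7.0, NaCl, Pluronic buffer | also added = FP-Rh probe | incubation = Enzyme–compound pre-incubation 45 min, then probe 60 min, both 25 °C | technique = fluorescence polarization, excitation 525 nm, emission 598 nm, BODIPY TMR filters | controls = S159A mutant high control, sample median low control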
LEDGF integ inh: blockers of LEDGF/p75-dependent integrase strand transfer – biochemical, TR-FRET, high throughput, primary screen. TR-FRET IN-LEDGF/p75 DNA integration, Eu/Cy5. actives 0.64% (n = 370,000). AID 743269, 2014. inhibition, % at 3.7 µM;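 active = inhibition above the screen-wide mean plus 3 SD, cut at about 13% in these data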;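 note: signal is the Cy5 over europium emission ratio at 671 and 618 nm; 0% = plate median of compound wells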
MBD2 inh: inhibitors of MBD2 binding to methylated DNA, primary screen, biochemical, TR-FRET, DNA-binding domain, human | MBD2 binding to methylated oligonucleotide | inhibition, % at 4.4 µM | actives 0.31% (n = 370,000) | AID 686964, 2013; in the data active = inhibition above about 13%
Target sequence (Q9UBB5 whole entry, looked up, the tested form may be a part): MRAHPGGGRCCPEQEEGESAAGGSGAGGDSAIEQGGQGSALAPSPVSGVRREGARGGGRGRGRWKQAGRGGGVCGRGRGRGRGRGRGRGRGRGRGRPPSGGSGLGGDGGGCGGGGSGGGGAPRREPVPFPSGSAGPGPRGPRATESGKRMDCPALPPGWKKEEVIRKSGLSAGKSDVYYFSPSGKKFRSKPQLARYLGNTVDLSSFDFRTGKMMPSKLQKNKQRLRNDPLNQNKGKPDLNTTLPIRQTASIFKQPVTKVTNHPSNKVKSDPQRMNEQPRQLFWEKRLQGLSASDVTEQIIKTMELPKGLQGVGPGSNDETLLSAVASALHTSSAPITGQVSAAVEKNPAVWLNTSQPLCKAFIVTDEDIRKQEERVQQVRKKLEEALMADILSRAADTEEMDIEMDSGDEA
TDP2 absorb: human TDP2 enzyme inhibitors, primary screen, biochemical, epi absorbance, recombinant enzyme | Tyrosyl-DNA phosphodiesterase 2 (Homo sapiens), O95551 | T5PNP hydrolysis, p-nitrophenol absorbance 415 nm | inhibition, % at 12.8 µM | actives 0.34% (n = 370,000);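 active = inhibition above the mean of all tested compounds plus 3 SD, set per campaign, cut at about 25% in these data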;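 note: 0% = DMSO with enzyme and 100% = buffer with substrate but no TDP2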
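Test system: human TDP2 enzyme; Input: 120 nM TDP2 per well; Buffer or medium: Mg2+-containing Tris-HCl buffer, pH 7.5; Reagent: 5 mM T5PNP; Dosing: 12.8 µM single point, 1% DMSO; Incubation: reaction 2 h, 37 °C; Detection: p-Nitrophenol epi absorbance; Read-out: % inhibition relative to enzyme-containing and enzyme-free wells; Replicates: single well per compound.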
NPR2 activator: human GC-B receptor activators, primary screen, HEK293 GC-B cells, cGMP TR-FRET, EC30 CNP | Atrial natriuretic peptide receptor 2 (Homo sapiens), P20594 | 0% at EC30 CNP, 100% saturating CNP | activation, % at 10 µM | actives 0.11% (n = 370,000) | AID 1920062, 2024;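 active = activation at 10 µM reaching about 35% in either raw or pattern-adjusted values, limit read from the data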
HTRA1 inhibitor: HTRA1 serine protease inhibitors, primary screen, biochemical, fluorescence polarization, HTS; Q92743; recombinant HTRA1, FP-rhodamine activity-based probe; inhibition, % at 5.96 µM; actives 0.5% (n = 340,000); AID 504803, 2011; in the data active = inhibition above about 36%;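 note: 0% = enzyme with DMSO and 100% = wells lacking enzyme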
SIAE inh: human SIAE inhibitors, primary screen, biochemical, fluorescence polarization, FP-Rh probe, 1536-well HTS; SIAE FP-Rh probe binding; inhibition, % at 9.66 µM; actives 0.69% (n = 370,000); AID 1053197, 2014;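 active = inhibition above a cutoff: mean of compounds within the control limits plus 3 SD of those, cut at about 17% in these data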;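 note: 0% = plate median of compound wells and 100% = probe without SIAE protein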
Target sequence (Q9HAT2 whole entry, looked up): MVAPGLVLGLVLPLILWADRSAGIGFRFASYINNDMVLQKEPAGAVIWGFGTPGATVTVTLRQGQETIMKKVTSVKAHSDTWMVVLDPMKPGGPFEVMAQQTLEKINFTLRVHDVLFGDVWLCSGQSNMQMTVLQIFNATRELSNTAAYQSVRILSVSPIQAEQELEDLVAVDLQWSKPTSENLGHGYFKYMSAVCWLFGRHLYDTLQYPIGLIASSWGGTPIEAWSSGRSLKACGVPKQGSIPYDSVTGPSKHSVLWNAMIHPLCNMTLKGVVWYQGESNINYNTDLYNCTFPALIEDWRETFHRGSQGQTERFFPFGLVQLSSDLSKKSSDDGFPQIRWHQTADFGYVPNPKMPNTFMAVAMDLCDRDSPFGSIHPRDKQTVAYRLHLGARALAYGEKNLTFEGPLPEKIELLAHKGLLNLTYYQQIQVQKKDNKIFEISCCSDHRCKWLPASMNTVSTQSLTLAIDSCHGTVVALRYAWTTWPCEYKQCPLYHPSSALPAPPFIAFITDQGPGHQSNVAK
PRMT1 FP inh: PRMT1 methyltransferase inhibitors, primary screen, biochemical, fluorescence polarization | actives 1.3% (n = 370,000) | recombinant PRMT1, activity-based probe fluorescence polarization | AID 652257, 2013 | Protein arginine N-methyltransferase 1 (Homo sapiens), Q99873 | inhibition, % at 2.79 µM;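 active = inhibition above about 21% made by adding two undisclosed values, limit read from the data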
TCR-CD3 inh: inhibitors of human TCR-CD3 interaction, primary screen, biochemical, fluorescence, TAMRA-labeled TCR probe. T-cell receptor (TCR). inhibition, % at 9.4 µM. actives 0.37% (n = 360,000); in the data active = inhibition above about 19%;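 note: recombinant mutant TCR 2C K166C tagged with TAMRA read by polarization; 0% = receptor in buffer alone and 100% = receptor with positive control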
rCAG binder: binders of r(CAG) RNA repeats, primary screen, biochemical, fluorescence; r(CAG) RNA repeat, TO-PRO-1 dye displacement fluorescence; inhibition, % at 3 µM; actives 1.3% (n = 370,000); AID 651821, 2012;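 active = inhibition above the plate cutoff, the mean of all test compounds on that plate plus 3 SD, cut at about 35% in these data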;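 note: 0% = DMSO alone and 100% = 100 µM mitoxantrone as full dye displacement; higher means more dye released from RNA so lower well fluorescence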
* marks the source's active call; other numbers are inactive results; nt = not tested or not shown. An excerpt; count on the stated rates, not on these rows.

entry	molecule	ABHD4 inh	LEDGF integ inh	MBD2 inh	TDP2 absorb	NPR2 activator	HTRA1 inhibitor	SIAE inh	PRMT1 FP inh	TCR-CD3 inh	rCAG binder
1	C/C(=N\NC(=O)Cc1ccc(Cl)c(Cl)c1)c1cccnc1	-11	2	1	3	-1	-5	-5	-2	-9	1
2	CCCCNC(=O)c1ccc(NS(=O)(=O)c2ccccc2)cc1	-3	4	-2	6	-4	0	-3	0	10	-3
3	COc1ccc(F)cc1-c1cc(C(C)=O)c2n(c1=O)CCC2	-1	-2	1	2	4	nt	9	-2	nt	3
4	CCOC(=O)N1CCN(C(=O)COc2ccc(Cl)cc2C)CC1	-3	2	4	-10	-1	-2	-3	1	8	-4
5	COc1ccccc1S(=O)(=O)Cc1ccc(C(=O)NCCN(C)C)o1	-5	4	2	7	-1	3	9	-3	-7	0
6	CCCCN1Cc2cc(C(=O)c3cc(OC)ccc3O)cnc2NC1=O	-1	-1	0	-5	-2	-10	5	-1	-2	0
7	O=C(c1cc(F)c(F)cc1Cl)N1CCN(c2ccc([N+](=O)[O-])c3ncccc23)CC1	-2	-1	-3	3	-7	2	2	0	2	-2
8	CCOc1ccccc1NC(=O)NCc1ccc2c(c1)OCO2	-6	2	-5	16	1	-5	-5	-4	3	-2
9	CCOC(=O)Cn1nc2oc(=O)c(CCN3CCN(c4ccccc4OC)CC3)c(C)c2c1C	-5	2	0	0	-1	4	1	-5	-2	0
10	C[C@H](CO)N1C[C@H](C)[C@@H](CN(C)CC2CC2)Oc2c(NS(=O)(=O)c3ccc(F)cc3)cccc2C1=O	3	0	-3	7	1	8	3	-2	2	3
11	O=C(COc1cccnc1[N+](=O)[O-])Nc1ccc(S(=O)(=O)N2CCOCC2)cc1	6	-2	1	4	-1	0	11	2	1	0
12	CN(Cc1ccc(F)cc1)C(=O)CN1C(=O)C2(OCCCO2)c2ccccc21	-3	-1	2	4	-4	nt	-2	0	nt	-2
13	Nc1c(C(=O)CSc2nncn2-c2ccccc2)c(=O)[nH]c(=O)n1C1CC1	5	-4	2	9	-1	6	2	2	-1	-1
14	NC12CCc3c(no[n+]3[O-])C1(O)CC(c1ccccc1)=[N+]2[O-] (stereo not given)	-1	4	0	-15	11	12	-3	2	8	2
15	CCN1C(=O)[C@@H]2[C@@H]3CN(S(=O)(=O)c4ccc(C)cc4)[C@@H](c4ccccc4)[C@@H]3C(=O)C[C@@H]2C1=O	2	0	-2	3	-1	nt	2	-3	1	5
16	COc1ccc(S(=O)(=O)NCc2ccco2)cc1NC(=O)c1ccccc1	10	-3	5	-11	0	-3	-7	1	2	6
17	Cc1nc2ccc(C(=O)N3c4ccccc4N=C(c4ccc5c(c4)OCO5)C3C(=O)NCc3ccccc3)cc2[nH]1 (stereo not given)	-11	-6	2	3	2	nt	-16	3	-11	14
18	C=CCn1c(COc2ccc(OC)cc2)nnc1SC(C)C(=O)NC1CC1 (stereo not given)	-1	2	-3	5	-1	-5	5	-3	-1	-4
19	COc1ccccc1-n1cnnc1SCC(=O)c1cc(C)n(Cc2cccs2)c1C	7	2	-1	-8	1	-11	-2	-1	-1	-3
20	O=c1[nH]c(C2CCN(S(=O)(=O)c3ccccc3F)CC2)nc2c1nnn2Cc1ccc(F)cc1	-5	-1	5	11	-2	-12	-3	3	-2	8
21	COc1ccc(N(C(=O)c2ccncc2)S(=O)(=O)c2ccccc2)cc1	5	1	0	-3	-3	-1	3	0	11	-8
22	CCOc1ccc(CCNC(=O)COC(=O)c2cccc(S(=O)(=O)N(C)C)c2)cc1OCC	-2	0	2	1	2	2	-4	0	4	-1
23	O=C(CSc1ncn(-c2ccccc2)n1)N1CCc2ccccc21	-7	-1	-2	4	4	-12	-2	3	3	0
24	COc1ccc(CCC(=O)OCC(=O)NC(=O)c2ccc(Cl)cc2)cc1	0	3	11	-2	0	2	-7	-6	-3	1
25	CN(Cc1ccon1)C(=O)CC1C(=O)NCCN1Cc1cccc(F)c1F (stereo not given)	1	3	-7	-8	2	3	7	1	4	3
26	COc1ccc(NC(=O)CSc2nc3c(c(-c4cccs4)c2C#N)CN(C)CC3)cc1OC	-3	-1	3	2	3	16	4	7	1	-3
27	CCc1nc2ccc(C(=O)NCCCN3CCCC3=O)cn2c1N(CC)Cc1cccc(Br)c1	5	-2	6	-6	0	nt	3	0	-3	0
28	COc1ccc2c(c1)C(C)=CC(C)(C)N2C(=O)CSc1nnc(-c2ccc(C)cc2)o1	4	-4	2	-8	-5	-21	5	-8	-3	-3
29	CN1C[C@@H]2[C@@H]3C(=O)N(Cc4ccccc4)C(=O)[C@@H]3[C@](C)(C1=O)N2C(=O)c1ccc(Br)cc1	2	-2	-10	-1	-3	-4	1	0	7	-6
30	COc1ccc(Cc2c(-c3cccc(Cl)c3)nc3ccc(Cl)cn23)c(C)c1	-6	3	3	-3	-9	nt	4	-1	-4	17
31	O=C(CN1CCC(NC(=O)C2CC2)CC1)Nc1cccc(F)c1	-8	4	2	5	-5	0	-3	5	0	-2
32	CCNC(=O)CSc1nnc(-c2cccc(S(=O)(=O)N3CCOCC3)c2)o1	1	-1	-3	-2	2	-3	-6	1	2	-2
33	Cc1ccccc1C1=N/C(=C/c2cccs2)C(=O)O1	-2	2	2	0	6	-5	-1	0	1	3
34	Nc1ncnc2c1ncn2[C@@H]1O[C@H](CNCc2ccc(OCc3ccccc3)cc2)[C@@H](O)[C@H]1O	1	0	2	11	-7	4	12	0	-2	-1
35	Cc1ccc(C)c(S(=O)(=O)N2CCN(C(=O)c3n[nH]c(=O)c4ccccc34)CC2)c1	6	0	-3	-1	-4	4	-8	-3	0	4
36	COc1ccc(N(C)C(=O)c2oc(=O)c3ccccc3c2-c2ccccc2)c(OC)c1	-3	1	3	-6	-18	-6	-1	-3	-3	-1
37	COC(=O)C1CCN(C(=O)c2ccccc2NC(C)=O)CC1	1	1	3	-7	1	-4	-4	2	-4	2
38	C=CCNC(=O)CSc1nnc(-c2cccc(S(=O)(=O)N3CCOCC3)c2)o1	-3	-2	1	-1	4	8	-3	-3	-4	0
39	Cc1cc(C(=O)Nc2ccc(Br)cc2)cs1	-8	-1	1	5	2	-16	2	0	-1	0
40	O=[N+]([O-])c1cc(C(F)(F)F)ccc1N1CCCNCC1	7	-2	-1	-7	0	1	8	2	-3	-1
41	O=C(NCc1ccncc1)c1cccc(NS(=O)(=O)c2ccc(F)c(F)c2)c1	-7	-5	0	-14	5	-2	2	-4	-5	-1
42	O=C(c1ccccc1[N+](=O)[O-])N1CCN(Cc2ccc3c(c2)OCO3)CC1	3	3	-6	8	1	-2	2	-2	-6	-1
43	CCCn1c(C)cc(/C=C(\C#N)C(=O)OCC(=O)N(C)c2c(N)n(Cc3ccccc3)c(=O)[nH]c2=O)c1C	3	1	3	-5	4	-2	-5	0	-1	-1
44	COc1ccccc1N1CCN(C(=O)c2cc3c(=O)n4cccc(C)c4nc3s2)CC1	8	0	0	-11	3	-3	-4	-3	4	0
45	O=C(CN1C(=O)c2cccc3cccc1c23)NC1CCCC1	0	1	-8	9	-3	0	4	-2	5	2
46	COc1ccc(OC)c2sc(NC(=O)C3=COCCO3)nc12	-4	5	-5	-18	-6	-2	-12	-3	-3	3
47	COC(=O)C(CC(=O)c1ccc(Br)cc1)n1nc(C)cc1C (stereo not given)	5	-7	5	-3	-7	-3	-6	77*	-8	-3
48	C[C@H]1[C@H](C)CC[C@]2(C)CC[C@]3(C)C(=CC(=O)C4[C@@]5(C)CC[C@H](O)C(C)(C)C5CC[C@]43C)[C@H]12 (stereo not given in full)	-4	4	1	-3	-8	-13	-3	-1	2	3
49	Cc1cc(C)n(C(=O)c2ccc(Cl)c(F)c2F)n1	0	1	1	6	0	2	-4	10	-4	-10
50	CN(Cc1cccnc1)C(=O)c1cc(S(=O)(=O)Nc2ccccc2F)ccc1Cl	-8	3	-4	-17	-1	-5	2	0	-10	10
51	O=C1/C(=C\c2ccc(C(F)(F)F)cc2)CSc2sccc21	-14	5	0	0	-1	-14	4	-2	2	-4
52	COc1ccc(-c2[nH]ncc2CNCCc2ncccc2C)cc1F	3	1	-2	-8	-7	-2	5	-3	7	-3
53	CC(C)(C)C(=O)O/N=C(\N)c1ccc(-c2csnn2)cc1	-1	-2	2	4	1	-3	-6	-1	3	-3
54	O=C(CN1CCN(c2ccccc2O)CC1)Nc1ccc([N+](=O)[O-])cc1Br	0	-2	-4	1	-1	3	3	-2	5	0
55	CCOC(=O)C1C(=O)CC(C)(O)C(C(=O)OCC)C1c1ccc(F)cc1 (stereo not given)	5	-2	0	11	-5	4	5	0	1	-8
56	CC(NC(=O)c1cccc(S(=O)(=O)N(C)c2ccccc2)c1)c1cccnc1 (stereo not given)	4	-3	5	3	4	-10	6	5	0	1
57	CCOc1c2ccccc2nn1CCO	0	0	5	10	0	-4	-1	2	-1	0
58	COc1ccccc1C(=O)NCC1(c2ccccc2)CCCC1	3	0	8	16	-6	-14	-4	2	-2	-7
59	CCOc1cc(NC(=S)Nc2ccccc2OC)c(OCC)cc1NC(=O)c1ccccc1C	0	1	-8	3	1	7	10	-2	-9	9
60	COc1ccc(NC(=O)CCn2c(=S)[nH]c3ccccc3c2=O)cc1Cl	3	-1	-2	4	-11	2	-16	-1	5	2

The results go on.
entry	molecule	ABHD4 inh	LEDGF integ inh	MBD2 inh	TDP2 absorb	NPR2 activator	HTRA1 inhibitor	SIAE inh	PRMT1 FP inh	TCR-CD3 inh	rCAG binder
61	COc1ccc(C(=O)CC(=O)c2ccccc2O)cc1	2	-3	-2	-13	-9	-16	-3	2	-6	3
62	C[C@H]1CN([C@@H](C)CO)C(=O)CCCn2cc(nn2)CO[C@@H]1CN(C)S(=O)(=O)c1cn(C)cn1	10	-2	1	0	-1	nt	11	1	-2	-1
63	CCc1c(C)c2cc(Cl)c(O)c(CN(C)C)c2oc1=O	0	4	-5	-12	1	4	10	3	-7	6
64	Cc1nn(Cc2ccc(F)cc2)c(C)c1NC(=O)c1cnn2cccnc12	-12	-1	5	-3	3	-3	-6	2	-4	-5
65	CC(C)(C)c1cc(C(=O)N/N=C/c2ccco2)n[nH]1	1	2	3	-1	0	5	8	2	-3	1
